AGP1-GFP MLPCN – alters AGP1-GFP fluorescence in TOR pathway yeast screen | S. cerevisiae AGP1-GFP multiplex flow cytometry, 3 h; GFP as percent of DMSO wells | GFP response vs DMSO, % at 10 µM | hit rate 0.02% among 320,000;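 active means GFP response relative to DMSO above a set limit, near screen average plus 3 SD, cut at about 150% in these data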;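 further: median GFP channel fluorescence of the gated AGP1 strain per well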
LAP4-GFP MLPCN – alters LAP4-GFP fluorescence in TOR pathway yeast screen; hit rate 0.34% among 320,000; GFP response vs DMSO, % at 10 µM; AID 2023; S. cerevisiae LAP4-GFP multiplex, flow cytometry GFP, 3 h; median GFP as percent of DMSO wells;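 active means GFP response vs DMSO above a set limit, about the screen mean plus 3 SD, cut at about 150% in these data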
AHR activator – human AHR activation | AHR-responsive luciferase reporter cells, luminescence | activation, % at 5 µM | hit rate 2.5% among 320,000 | AID 2796; in the data active means activation above about 47%;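 further: 0% = vehicle wells and 100% = reference agonist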
Target sequence (P35869 whole entry, looked up): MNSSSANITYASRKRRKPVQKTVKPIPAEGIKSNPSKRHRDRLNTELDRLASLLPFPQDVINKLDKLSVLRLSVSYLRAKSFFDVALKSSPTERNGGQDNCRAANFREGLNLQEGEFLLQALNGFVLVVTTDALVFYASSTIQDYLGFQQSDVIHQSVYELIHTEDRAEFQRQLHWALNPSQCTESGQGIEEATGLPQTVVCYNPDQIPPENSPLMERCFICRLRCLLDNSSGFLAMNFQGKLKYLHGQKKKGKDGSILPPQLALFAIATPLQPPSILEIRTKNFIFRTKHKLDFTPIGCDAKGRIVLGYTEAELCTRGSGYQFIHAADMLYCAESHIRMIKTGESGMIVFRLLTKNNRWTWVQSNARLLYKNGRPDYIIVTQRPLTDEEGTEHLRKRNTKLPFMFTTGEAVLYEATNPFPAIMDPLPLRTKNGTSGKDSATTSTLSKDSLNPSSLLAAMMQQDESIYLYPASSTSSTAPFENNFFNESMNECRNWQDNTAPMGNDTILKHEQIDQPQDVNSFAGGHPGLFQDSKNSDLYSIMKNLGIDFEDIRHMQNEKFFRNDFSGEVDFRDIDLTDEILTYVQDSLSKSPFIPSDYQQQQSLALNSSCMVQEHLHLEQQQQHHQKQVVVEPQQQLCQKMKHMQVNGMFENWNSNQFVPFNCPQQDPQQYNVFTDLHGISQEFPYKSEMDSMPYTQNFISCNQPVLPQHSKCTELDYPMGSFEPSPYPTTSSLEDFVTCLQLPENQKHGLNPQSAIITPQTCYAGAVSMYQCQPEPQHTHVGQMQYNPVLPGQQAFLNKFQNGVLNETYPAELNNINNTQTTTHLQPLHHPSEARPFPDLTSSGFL
procasp3 activ – activators of human procaspase-3; P42574; recombinant procaspase-3 D3A, Ac-DEVD-pNA absorbance 405 nm; activation, % at 8.5 µM; hit rate 0.11% among 330,000; AID 463141;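 active means activation above the mean of all tested compounds plus 3 SD, cut at about 21% in these data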;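 further: 0% = DMSO alone and 100% = DMSO wells spiked with extra 5 µM PC-3 D3A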
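material = Procaspase-3 D3A mutant | probe or stimulus = Ac-DEVD-pNA | compound = single dose, 8.5 µM nominal compound, 0.8% DMSO | timing = 1 h preincubation, 2 h reaction | measured by = 405 nm absorbance of p-nitroaniline, reads at 0 and 120 min | benchmarks = DMSO-only low control, 5 µM PC-3 D3A high control | repeats = singlicate, each compound tested once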
proCasp7 act – counter-screen for procaspase-3 activators: activators of human procaspase-7; hit rate 0.093% among 330,000; recombinant procaspase-7, Ac-DEVD-pNA absorbance 405 nm; D23A/D198A/D206A triple mutant, cannot self-cleave; scale: DMSO 0, 5 µM enzyme 100; activation, % at 8.5 µM; AID 463210; P55210;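 active means percent activation above the screen-wide mean plus 3 SD, cut at about 25% in these data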
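signal = Epi-absorbance of released pNA at 405 nm, two timepoints | assay system = Uncleavable procaspase-7 mutant enzyme | reagent = Ac-DEVD-pNA substrate, 400 µM as added | times = 1 h enzyme–compound preincubation and 2 h substrate reaction, both 25 °C | benchmarks = low DMSO alone, high DMSO plus 5 µM PC-7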
MEP2 TOR yeast – modulators of TOR pathway MEP2-GFP in S. cerevisiae; hit rate 0.51% among 330,000; S. cerevisiae MEP2-GFP strain, flow cytometry GFP, 3 h; 100% = DMSO control level; GFP response vs DMSO, % at 10 µM; AID 2016;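 active means GFP response versus DMSO above a set limit, roughly screen mean plus 3 SD, cut at about 180% in these data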;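 further: median GFP fluorescence of the barcode-gated MEP2-GFP cells per well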
CIT2 TOR yeast – modulators of TOR pathway CIT2-GFP in S. cerevisiae. S. cerevisiae CIT2-GFP strain, flow cytometry, 3 h; 100 means same as DMSO wells. GFP response vs DMSO, % at 10 µM. hit rate 0.065% among 320,000. AID 2029;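 active means GFP response relative to DMSO above a set limit, near the screen mean plus 3 SD, cut at about 150% in these data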;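 further: ratio of well median GFP fluorescence to mean of DMSO wells on the plate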
RPL19A TOR yeast – alters RPL19A-GFP fluorescence in TOR pathway yeast screen | hit rate 0.3% among 330,000 | S. cerevisiae RPL19A-GFP strain, flow cytometry, 3 h; active compounds read low | percent response vs DMSO, % at 10 µM;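 active means percent response vs DMSO below 50%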;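 further: median channel GFP fluorescence of the barcoded RPL19A-GFP strain; ratio of sample median GFP to plate DMSO average so 100% = DMSO; lower means less RPL19A-GFP as with rapamycin TOR inhibition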
* marks the source's active call; other numbers are inactive results; · = not tested or not shown.

entry	canonical_smiles	AGP1-GFP MLPCN	LAP4-GFP MLPCN	AHR activator	procasp3 activ	proCasp7 act	MEP2 TOR yeast	CIT2 TOR yeast	RPL19A TOR yeast
1	Cc1ccc(Oc2ncccc2NC(=O)CCCC(=O)O)c2c1CCC2	97	104	-1	-2	3	110	94	102
2	NC1=C(c2ccc([N+](=O)[O-])cc2)C(=O)CO1	106	96	-3	1	5	107	101	105
3	Nn1c(SCCOc2ccc(Cl)cc2)nnc1-c1cccnc1	108	112	91*	5	4	106	103	99
4	O=C(CCNc1cc(Cl)cc(Cl)c1)c1ccco1	98	108	4	-1	-2	106	118	101
5	COc1ccc(/C=C/C(=O)NC(=S)Nc2ccc(S(=O)(=O)Nc3ccc(OC)nn3)cc2)cc1	90	109	-1	-10	2	101	100	99
6	O=C(Cc1ccccc1)NC(=S)Nc1ccc2oc(-c3ccccc3F)nc2c1	105	106	-11	-1	-1	105	109	100
7	COc1ccccc1Nc1nc(NCC(C)C)nc(N)c1[N+](=O)[O-]	91	109	79*	1	0	90	91	94
8	C[C@@H](NC(=O)c1ncn(C)c1C(=O)N[C@H](C)c1ccccc1)c1ccccc1	93	95	2	-9	5	97	91	95
9	COCCNc1oc(-c2cccs2)nc1S(=O)(=O)c1ccc(C)cc1	102	102	-2	-8	7	103	100	100
10	C=CCNc1nc(Cl)nc(Nc2ccc(OCC)cc2)n1	88	95	23	1	-1	99	95	99
11	O=C(NCCc1ccc(Cl)cc1)C(=O)Nc1cc2c3c(c1)CC(=O)N3CCC2	99	102	-2	-1	1	87	95	88
12	O=C(c1ccc(Cn2cc([N+](=O)[O-])cn2)o1)N1N=C(C(F)F)CC1(O)C(F)F (stereo not drawn)	91	93	5	3	-14	95	98	92

Entries from the list above containing fluorine, in the order listed:
entry	canonical_smiles	AGP1-GFP MLPCN	LAP4-GFP MLPCN	AHR activator	procasp3 activ	proCasp7 act	MEP2 TOR yeast	CIT2 TOR yeast	RPL19A TOR yeast
6	O=C(Cc1ccccc1)NC(=S)Nc1ccc2oc(-c3ccccc3F)nc2c1	105	106	-11	-1	-1	105	109	100
12	O=C(c1ccc(Cn2cc([N+](=O)[O-])cn2)o1)N1N=C(C(F)F)CC1(O)C(F)F (stereo not drawn)	91	93	5	3	-14	95	98	92

Going on with the list:
entry	canonical_smiles	AGP1-GFP MLPCN	LAP4-GFP MLPCN	AHR activator	procasp3 activ	proCasp7 act	MEP2 TOR yeast	CIT2 TOR yeast	RPL19A TOR yeast
13	COc1cc(NC(C)=O)ccc1NC(=O)c1cc2ccccc2o1	106	103	3	-6	-1	111	109	107
14	O=C(NCCCN1CCCCC1)c1ccc2c(c1)ncn2C1CCCC1	39	92	3	-3	-1	109	98	91
15	COc1ccc(/C=C2/SC(c3ccc(C)cc3)=NC2=O)cc1OC	103	100	4	-15	-23	98	99	101
16	Oc1ccc(-c2csc(-c3cccnc3)n2)c(O)c1	95	99	4	7	8	102	104	92
17	COc1ccc(-n2nnnc2/C(=C/N(C)C)C(=O)c2ccccc2)cc1	101	97	5	8	3	86	93	91
18	Cc1nnc(N2CCC(C(=O)N3CCCCCC3)CC2)c2nn(-c3ccc(Cl)cc3)c(C)c12	98	96	-3	4	-8	101	104	98
19	CC1(C)CC(=O)C2=C(C1)N=C1SCCC(=O)N1C2c1ccc(C(F)(F)F)cc1 (stereo not drawn)	101	98	1	2	0	99	98	99
20	O=C1OC(=O)c2c(Br)c(Br)c(Br)c(Br)c21	96	98	3	7	-9	94	88	97
21	O=C(O)CNc1nc(Cl)ccc1[N+](=O)[O-]	99	98	-1	-2	-1	99	101	101
22	O=c1c2cn[nH]c2[nH]c(=S)n1-c1ccccc1F	103	107	0	-4	-5	103	96	102
23	CCOC(=O)C1(CCOc2ccccc2)CCN(Cc2cccc(OC)c2)CC1	100	86	1	6	3	107	110	101
24	Cc1[nH]c(=O)[nH]c(=O)c1S(=O)(=O)N(CC(C)C)CC(C)C	98	95	0	5	6	102	97	91

Ordered by value in LAP4-GFP MLPCN (high to low): 3 of the compounds above.
entry | structure | AGP1-GFP MLPCN | LAP4-GFP MLPCN | AHR activator | procasp3 activ | MEP2 TOR yeast | CIT2 TOR yeast | RPL19A TOR yeast
22 | O=c1c2cn[nH]c2[nH]c(=S)n1-c1ccccc1F | 103 | 107 | 0 | -4 | 103 | 96 | 102
16 | Oc1ccc(-c2csc(-c3cccnc3)n2)c(O)c1 | 95 | 99 | 4 | 7 | 102 | 104 | 92
18 | Cc1nnc(N2CCC(C(=O)N3CCCCCC3)CC2)c2nn(-c3ccc(Cl)cc3)c(C)c12 | 98 | 96 | -3 | 4 | 101 | 104 | 98

Whole records as entered above. Values in the order: AGP1-GFP MLPCN	LAP4-GFP MLPCN	AHR activator	procasp3 activ	proCasp7 act	MEP2 TOR yeast	CIT2 TOR yeast	RPL19A TOR yeast
Cc1ccc(Oc2ncccc2NC(=O)CCCC(=O)O)c2c1CCC2 is listed with 97	104	-1	-2	3	110	94	102
O=C(NCCc1ccc(Cl)cc1)C(=O)Nc1cc2c3c(c1)CC(=O)N3CCC2 is listed with 99	102	-2	-1	1	87	95	88

The list continues.
entry	canonical_smiles	AGP1-GFP MLPCN	LAP4-GFP MLPCN	AHR activator	procasp3 activ	proCasp7 act	MEP2 TOR yeast	CIT2 TOR yeast	RPL19A TOR yeast
25	CNc1nnc(-c2ccc(C)cc2)c2ccccc12	96	93	42	4	10	101	·	93
26	CCOC(=O)C1CCN(C(=O)c2ccc(Cl)c(NC3=NC4CS(=O)(=O)CC4S3)c2)CC1 (stereo not drawn)	112	102	5	-5	1	99	115	106
27	CC(=O)OCc1cc2cc(C)ccc2[nH]c1=O	100	103	5	3	-2	106	101	95
28	Nc1ccc2nc(CCCCCCc3nc4ccc(N)cc4[nH]3)[nH]c2c1	95	91	-3	0	7	97	96	96
29	C=CCC(=O)N1CCC(n2nccc2NC(=O)CCOc2ccccc2)CC1	86	86	33	-7	1	93	88	92
30	COc1ccc(NC(=S)NN2CCN(C)CC2)cc1	100	105	-1	11	3	98	104	98
31	O=C(Cn1nc(-c2ccccc2F)ccc1=O)Nc1ccc(S(=O)(=O)N2CCCCCC2)cc1	92	88	7	5	8	99	96	100
32	COC(=O)c1ccc(CN2CCCC(C(=O)Nc3cccc(-n4cccn4)c3)C2)cc1 (stereo not drawn)	97	89	9	3	3	105	101	96
33	CCN(C[C@H]1N[C@@](CC)(C(=O)OC)[C@H]2C(=O)N(Cc3ccccc3)C(=O)[C@@H]12)S(=O)(=O)c1ccccc1	89	98	0	-7	10	85	88	87
34	Cc1ccccc1Nc1cc(C(=O)NCC2CCCO2)c2ccccc2n1 (stereo not drawn)	107	117	4	2	2	104	96	104
35	CN(CC(=O)Nc1c(Cl)cccc1Cl)C(=O)c1cc(-c2cccs2)nn1-c1ccccc1	96	101	5	-1	-4	90	87	93
36	Cc1nn2c(-n3ccnc3C)c3c(nc2c1-c1ccccc1)CCC3	100	97	-1	1	0	98	105	·

Random excerpt: 2 records from the list, in no set order.
entry	canonical_smiles	AGP1-GFP MLPCN	LAP4-GFP MLPCN	AHR activator	procasp3 activ	proCasp7 act	MEP2 TOR yeast	CIT2 TOR yeast	RPL19A TOR yeast
25	CNc1nnc(-c2ccc(C)cc2)c2ccccc12	96	93	42	4	10	101	·	93
30	COc1ccc(NC(=S)NN2CCN(C)CC2)cc1	100	105	-1	11	3	98	104	98

Other entries.
entry	canonical_smiles	AGP1-GFP MLPCN	LAP4-GFP MLPCN	AHR activator	procasp3 activ	proCasp7 act	MEP2 TOR yeast	CIT2 TOR yeast	RPL19A TOR yeast
37	CN(C)C(=O)N1CCC(C(=O)NC2CCCCCCC2)CC1	103	98	-1	-1	6	103	101	98
38	CN1CCN(C(=O)CN(Cc2ccc(Cl)cc2)S(C)(=O)=O)CC1	105	104	19	-3	-6	112	111	100
39	COc1ccc(C(CC(=O)N2CCCC(C)C2)c2c(OC)cc(OC)c3ccc(=O)oc23)cc1 (stereo not drawn)	93	92	8	15	0	100	102	100
40	COc1ccc(OC)c(N(CC(=O)NCCSCc2ccco2)S(=O)(=O)c2ccccc2)c1	101	95	0	6	-2	98	96	98
41	CN(C)S(=O)(=O)c1ccc(=S)[nH]c1	102	98	-1	-22	-23	110	99	93
42	NS(=O)(=O)c1ccc(CCNC(=O)C(=O)c2c[nH]c3ccccc23)cc1	111	103	30	-1	3	109	116	108
43	CCC(=O)N1CCCc2cc(S(=O)(=O)N3CCC(N4CCCCC4)CC3)ccc21	107	88	0	8	6	106	·	103
44	O=C(Nc1ccc(Oc2ccccc2)cc1)N[C@@H](Cc1ccccc1)C(=O)O	117	·	2	-1	3	111	112	105
45	O=C(CNC(=O)c1cccs1)NCC(=O)OCc1cccc(Cl)c1	102	96	1	2	15	101	104	104
46	CC1CCN(S(=O)(=O)c2ccc3c(c2)n(C)c(=O)n3C)CC1	101	92	1	4	11	98	97	105
47	CCOC(=O)N1CCN(c2nc3c(C)cccn3c(=O)c2C=O)CC1	89	98	-1	-1	11	92	90	91
48	O=C(Nc1ccccc1OC(F)F)c1ccc(S(=O)(=O)N2CCOCC2)cc1	102	97	0	7	6	104	96	101
49	Cc1nc(-c2ccc(F)cc2)c(CC(=O)N(C)CC(=O)Nc2ccc(Br)cc2C)s1	106	106	20	4	3	99	105	97
50	COc1ccc(-c2csc(N3CCN(Cc4ccc5c(c4)OCO5)CC3)n2)cc1	97	105	3	1	1	105	98	101
51	CCCCNC(=O)C1CCN(c2nc(OC)nc(OC)n2)CC1	·	94	6	-1	9	99	98	95
52	CCN(CC)c1ccc(NC(=O)CCc2nnc3ccc(N4CCCC4)nn23)c(C)c1	111	107	-1	1	-7	103	107	106
53	CC(C)(C)OC(=O)N1CCC(c2cc(-c3cccs3)n[nH]2)CC1	99	109	8	-4	2	98	98	94

Screening results from PubChem BioAssay.
